ERG-DNA inh: inhibitors of human ERG Ets domain-DNA interaction. P11308. AID 624246. fluorescence polarization, His-ERG Ets domain / labelled DNA. Potency, µM (series often up to 76.9 µM), for inactives: at the highest dose FP activity, negative = inhibition, usual class: inhibitors. 370,000 compounds, 0.028% hits; active = well fitted inhibition curve with a large enough effect in the polarisation, with a control signal flat; inconclusive = small, poorly fitted or top-dose-only effect, or effect the other way, or a change in a side signal; inactive = no such curve, though single readings can be large or run the other way; the % refers to the polarisation;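 note: polarization taken with two DNA probes labelled with fluorescein and Texas red; potency is the fitted concentration of half-maximal effect; % of control where 0% means no effect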
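His-tagged ERG Ets domain (1 uM in the protein solution; 300mM KCl, 50mM Tris-HCl, 1mM EDTA, 1mM DTT, pH 7.5) received compound, then a probe mix of 5 nM fluorescein-DNA and 100nM Texas-615-DNA. Fluorescence polarization was read for both dyes.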
HP1b binding inh: inhibitors of HP1-beta chromodomain binding to methylated histone tails | Potency, µM (series often up to 114 µM), inactives show at the top dose activity change, negative = inhibition, hits mostly inhibitors | AlphaScreen HP1-beta / biotin-H3K9me3 peptide binding | 390,000 compounds, 0.56% hits | P83916; note: potency is the fitted concentration of half-maximal effect; nearly all actives have a fitted effect of over 70% in size; inactives centre near 23
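AlphaScreen: HP1-beta (50 nM) preformed 30 min with biotin-H3(1-18)K9me3 peptide (50 nM) in PBS pH 7.4, 0.01% Tween-20. Compound added for 30 min at RT, then streptavidin donor/nickel chelate acceptor beads (10 ug/mL) for 30 min.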
PI4K2A block: blocks human PI4K2A kinase activity | Q9BTU6 | purified PI4K2A, ADP-Glo luminescence, 1 h; stronger effect = lower value | activity change, negative = inhibition, % at 76.9 µM | 420,000 compounds, 0.13% hits | AID 1346378; in the data active = activity change below about -50%; inconclusive = mostly about -30% to -49%;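 note: -100% = wells without enzyme as full effect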
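In this quantitative HTS, ADP production by PI4K2A was quantified luminescently after 1 h at ambient temperature; 100 microM adenosine served as plate-quality control.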
Tb PGK inh: blocks T. brucei phosphoglycerate kinase; PGK/GAPDH coupled, Kinase-Glo luminescence, 60 min; Potency, µM (highest dose often 57.5 µM), without a hit: at the highest dose activity change, negative = inhibition, most hits filed as inhibitors; 380,000 compounds, 0.043% hits; note: potency is the fitted concentration of half-maximal effect; % is set by controls: 0 for no effect and ±100 for the full control effect; nearly all actives have a fitted effect of over 60% in size
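Recombinant glycosomal PGK reaction used 1,3-bisphosphoglycerate generated in-well by GAPDH (100nM final) in 100mM TEA pH 7.6, 5mM MgCl2, 0.01% Tween-20. After 60 minutes at room temperature, ATP was read by Kinase-Glo Plus luminescence end-point.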
Pin1 inh: inhibitors of human Pin1; Q13526; Pin1 FP peptide displacement, HiFluor488, 10 min; Potency, µM (top dose mostly 115 µM), without a hit: at the highest dose activity, negative = inhibition, hits mostly inhibitors; 390,000 compounds, 0.009% hits; AID 504891; active = well fitted inhibition curve with a large enough effect in the polarisation, with a control signal flat, not every such curve was filed as active; inconclusive = small, poorly fitted or top-dose-only effect, or effect the other way, or a change in a side signal; inactive = no such curve, though single readings can be large or run the other way; the % refers to the polarisation; note: potency is the fitted concentration of half-maximal effect; % is set by controls: 0 for no effect and ±100 for the full control effect
GLS inh: inhibitors of human glutaminase (GLS). GLS enzymatic activity, qHTS titration. Potency, µM (top dose mostly 45.5 µM), inactives show top-dose activity change, negative = inhibition, usual class: inhibitors. 410,000 compounds, 0.21% hits; note: potency is the fitted concentration of half-maximal effect; % is set by controls: 0 for no effect and ±100 for the full control effect
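Coupled fluorescence readout: glutamate oxidase/HRP/Amplex Red detect glutamate formed by hKGA from L-glutamine (1 mM solution added). Buffer 45 mM KH2PO4 pH 8.2, 0.02% Tween-20; reads at t0 and 30 min RT.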
JMJD2A Tudor inh: blocks the human JMJD2A Tudor domain | AlphaScreen JMJD2A-Tudor / H3K4me3 peptide binding | 390,000 compounds, 4.4% hits | Potency, µM (series often up to 114 µM), for inactives: at the highest dose activity change, negative = inhibition, hits mostly inhibitors | O75164; note: potency is the fitted concentration of half-maximal effect; % is set by controls: 0 for no effect and ±100 for the full control effect; nearly all actives have a fitted effect of over 50% in size
Target sequence (O75164 whole entry, looked up, the tested form may be a part): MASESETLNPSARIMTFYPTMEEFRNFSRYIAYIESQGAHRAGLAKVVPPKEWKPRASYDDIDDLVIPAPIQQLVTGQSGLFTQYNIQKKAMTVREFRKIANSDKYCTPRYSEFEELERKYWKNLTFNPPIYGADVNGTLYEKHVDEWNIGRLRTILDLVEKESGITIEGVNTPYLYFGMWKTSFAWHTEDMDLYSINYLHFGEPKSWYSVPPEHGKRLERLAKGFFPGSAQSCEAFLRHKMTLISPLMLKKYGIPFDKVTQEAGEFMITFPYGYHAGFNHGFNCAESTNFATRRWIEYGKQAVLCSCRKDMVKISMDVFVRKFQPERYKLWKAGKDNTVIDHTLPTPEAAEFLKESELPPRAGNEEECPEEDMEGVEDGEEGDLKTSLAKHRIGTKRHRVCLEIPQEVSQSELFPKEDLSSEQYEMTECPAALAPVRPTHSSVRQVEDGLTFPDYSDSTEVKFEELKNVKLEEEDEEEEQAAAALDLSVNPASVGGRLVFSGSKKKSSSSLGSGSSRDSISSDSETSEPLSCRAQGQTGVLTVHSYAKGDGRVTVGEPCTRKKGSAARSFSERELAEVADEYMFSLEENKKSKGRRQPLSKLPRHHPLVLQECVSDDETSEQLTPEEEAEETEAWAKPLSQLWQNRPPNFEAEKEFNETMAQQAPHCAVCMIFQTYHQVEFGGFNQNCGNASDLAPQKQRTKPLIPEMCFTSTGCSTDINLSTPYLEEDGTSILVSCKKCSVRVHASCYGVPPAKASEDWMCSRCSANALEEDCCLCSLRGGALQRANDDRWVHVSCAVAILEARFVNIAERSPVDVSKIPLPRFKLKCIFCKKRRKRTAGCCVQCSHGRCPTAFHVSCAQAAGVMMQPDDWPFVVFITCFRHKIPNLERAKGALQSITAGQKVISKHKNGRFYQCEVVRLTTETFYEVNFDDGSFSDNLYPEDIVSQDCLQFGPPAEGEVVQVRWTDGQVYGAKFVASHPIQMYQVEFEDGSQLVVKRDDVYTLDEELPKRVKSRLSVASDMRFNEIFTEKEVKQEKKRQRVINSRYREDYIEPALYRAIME
BAZ2B block: BAZ2B (human) inhibition; 360,000 compounds, 4.4% hits; AlphaScreen BAZ2B-H3K14Ac peptide displacement; Q9UIF8; Potency, µM (top dose mostly 114 µM), for the others: at the top dose activity change, negative = inhibition, hits mostly inhibitors; note: potency is the fitted concentration of half-maximal effect; % is set by controls: 0 for no effect and ±100 for the full control effect; nearly all actives have a fitted effect of over 60% in size
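Complex of BAZ2B and biotin-H3K14Ac (50 nM apiece) forms over 30 min at RT, then faces library compounds up to 110 uM for another 30 min; AlphaScreen beads added, 20 min dark incubation, luminescence read.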
G9a inh: blocks human histone lysine methyltransferase G9a | G9a H3K9 monomethylation, AlphaScreen, 2 h | 350,000 compounds, 8.8% hits | Potency, µM (highest dose often 102 µM), inactives show at the highest dose activity, negative = inhibition, usual class: inhibitors | AID 504332; note: potency is the fitted concentration of half-maximal effect; % is set by controls: 0 for no effect and ±100 for the full control effect; nearly all actives have a fitted effect of over 75% in size
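Chemiluminescent proximity detection of H3K9 monomethylation, read after 10 min bead incubation in the dark. Reaction: 20 nM G9a, 500 nM biotin-H3K9 peptide, 20 uM SAM cofactor, 2 h, room temperature, following 15 min enzyme-compound preincubation.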
Active calls of the source: *; [ ] = another dose, or the depositor's remark. Unless noted, calls come from the whole dose curve; as a rule, active = well fitted curve in the direction sought with a large enough effect; inconclusive = small, poorly fitted or top-dose-only effect, or another doubt; inactive = no such curve, though single readings can be large; an effect the other way counts as inactive or inconclusive.

Start of the data: the first two entries (preview)
`CCCN(CCC)CCCNC(=S)Nc1ccc2nc(N3CCCC3)cc(C)c2c1` gave ERG-DNA inh 6%, HP1b binding inh 9%, PI4K2A block -1, Pin1 inh inconclusive, GLS inh 16%, JMJD2A Tudor inh inconclusive, BAZ2B block 5% and G9a inh 40µM*.
For CC(c1ccccc1)N1C(=O)OC(C)(C)C1(C)O (stereo not drawn) the results were ERG-DNA inh 0%, HP1b binding inh -9%, PI4K2A block -5, Tb PGK inh -2%, Pin1 inh -7%, GLS inh 0%, JMJD2A Tudor inh inconclusive, BAZ2B block 0% and G9a inh 8%[0.501 µM].

Main list (from the top)
`CCCN(CCC)CCCNC(=S)Nc1ccc2nc(N3CCCC3)cc(C)c2c1` gave ERG-DNA inh 6%, HP1b binding inh 9%, PI4K2A block -1, Pin1 inh inconclusive, GLS inh 16%, JMJD2A Tudor inh inconclusive, BAZ2B block 5% and G9a inh 40µM*.
For CC(c1ccccc1)N1C(=O)OC(C)(C)C1(C)O (stereo not drawn) the results were ERG-DNA inh 0%, HP1b binding inh -9%, PI4K2A block -5, Tb PGK inh -2%, Pin1 inh -7%, GLS inh 0%, JMJD2A Tudor inh inconclusive, BAZ2B block 0% and G9a inh 8%[0.501 µM].
`O=C(Cn1cnc2c(nnn2Cc2ccccc2F)c1=O)N1CCN(c2ccccc2)CC1` gave HP1b binding inh 2%, PI4K2A block 1, Tb PGK inh -4%, Pin1 inh 0%, GLS inh 20%, JMJD2A Tudor inh -16%, BAZ2B block 14% and G9a inh 17%[59 µM].
For O=C(c1ccc(F)cc1)N1CCC(C(=O)N2CCN(S(=O)(=O)c3ccccc3Br)CC2)CC1 the results were ERG-DNA inh 1%, HP1b binding inh 39%[activator], PI4K2A block -1, Tb PGK inh 2%, Pin1 inh -9%, GLS inh -5%, JMJD2A Tudor inh -9%, BAZ2B block 5% and G9a inh 5%.
`Cc1noc(C)c1S(=O)(=O)Nc1ccc(C(=O)NCCc2ccccc2)cc1` gave ERG-DNA inh -5%, HP1b binding inh 58%[activator], PI4K2A block 3, Tb PGK inh -17%, Pin1 inh -3%, GLS inh -6%, JMJD2A Tudor inh 0%, BAZ2B block 3% and G9a inh 16%[2.33 µM].
For O=C(CN1C(=O)NC2(CCCC2)C1=O)NCCc1ccc(F)cc1 the results were ERG-DNA inh -4%, HP1b binding inh 14%, PI4K2A block 0, Tb PGK inh -1%, Pin1 inh 4%, GLS inh -6% and JMJD2A Tudor inh -10%.
Cc1cc(-c2nnc(SCC(=O)Nc3ccc(F)cc3)n2N)n[nH]1 was read as ERG-DNA inh 4%, HP1b binding inh 32%, PI4K2A block -17, Tb PGK inh -6%, Pin1 inh 3%, GLS inh 7%, JMJD2A Tudor inh 1%, BAZ2B block -16% and G9a inh -6%.
Screening COc1cc2c(C)nc3onc(-c4ccccc4)c3c2cc1OC returned ERG-DNA inh -6%, HP1b binding inh 49%, PI4K2A block 5, Tb PGK inh 7%, Pin1 inh 1%, GLS inh 5%, JMJD2A Tudor inh 3%, BAZ2B block 1% and G9a inh 0%[12.7 µM].
Cc1cccc(S(=O)(=O)NNC(=O)Cc2cccn2C)c1 was read as ERG-DNA inh 13%, HP1b binding inh -30%, PI4K2A block -9, Tb PGK inh -7%, Pin1 inh -15%, GLS inh 0%, JMJD2A Tudor inh 40µM*, BAZ2B block -28% and G9a inh 50µM*.
`O=C(CCCN1C(=O)/C(=C/c2ccccc2)SC1=S)Nc1ccccc1O` gave ERG-DNA inh 24%, HP1b binding inh -2%, PI4K2A block 12, Tb PGK inh -5%, Pin1 inh 2%, GLS inh -2%, JMJD2A Tudor inh -15%, BAZ2B block -20% and G9a inh -45%.
Screening NC(=O)CC(NC(=O)Cc1ccc(Br)cc1)c1ccc(N2CCC(N3CCCC3)CC2)c([N+](=O)[O-])c1 (stereo not drawn) returned ERG-DNA inh -14%, HP1b binding inh 28%, PI4K2A block -2, Tb PGK inh 7%, Pin1 inh 3%, GLS inh 5%, JMJD2A Tudor inh -20%, BAZ2B block -4% and G9a inh inconclusive.
Screening Cc1cc2cc3c(cc2nc1SCC(=O)Nc1nc(C)c(C)s1)OCO3 returned ERG-DNA inh 0%, HP1b binding inh -4%, PI4K2A block 5, Tb PGK inh 3%, Pin1 inh 12%, GLS inh 1%, JMJD2A Tudor inh -10%, BAZ2B block -1% and G9a inh 7%[59 µM].
`COC(=O)c1ccccc1S(=O)(=O)N1CCC(C(=O)OC(C)C(=O)Nc2ccc(NC(C)=O)cc2)CC1` (stereo not drawn) gave ERG-DNA inh 14%, HP1b binding inh 12%, PI4K2A block 1, Tb PGK inh -4%, Pin1 inh -2%, GLS inh 4%, JMJD2A Tudor inh -14%, BAZ2B block -12% and G9a inh 3%.
`COc1ccc(N2CCN(C(CNC(=O)C(=O)NC3CC3)c3ccco3)CC2)cc1` (stereo not drawn) gave ERG-DNA inh -4%, HP1b binding inh 30%, PI4K2A block 2, Tb PGK inh 1%, Pin1 inh 1%, GLS inh 5%, JMJD2A Tudor inh -6%, BAZ2B block -25% and G9a inh 45µM*.
COc1cc(OC)nc(Oc2ccccc2C(=O)Oc2ccc(F)cc2Cl)n1 was read as HP1b binding inh 51%[activator], PI4K2A block -1, Tb PGK inh -8%, Pin1 inh 0%, GLS inh -5%, JMJD2A Tudor inh 30%, BAZ2B block 12% and G9a inh 60%[activator].
For CC1=C(C(=O)OCCOC(C)C)C(c2cccnc2)C2=C(CCCC2=O)N1 (stereo not drawn) the results were ERG-DNA inh 0%, HP1b binding inh 27%, PI4K2A block 5, Tb PGK inh -2%, Pin1 inh 3%, GLS inh 2%, JMJD2A Tudor inh -5%, BAZ2B block -1% and G9a inh -4%.
Cc1cccc(C)c1N(C(=O)c1ccco1)C(C(=O)NC1CCCC1)c1ccncc1 (stereo not drawn) was read as ERG-DNA inh 2%, HP1b binding inh 48%[activator], PI4K2A block 5, Tb PGK inh inactive, Pin1 inh 3%, GLS inh 0%, JMJD2A Tudor inh -1%, BAZ2B block 4% and G9a inh 0%.
Cc1ccc(NC(=S)N2CCC(N(C)CC3CCCO3)CC2)cc1C (stereo not drawn) was read as ERG-DNA inh 13%, HP1b binding inh 29%, PI4K2A block 2, Tb PGK inh -9%, Pin1 inh 4%, GLS inh 23%, JMJD2A Tudor inh -7%, BAZ2B block -13% and G9a inh inconclusive.
CC(C)NC(=O)c1cc(-c2ccc(Br)cc2)on1 was read as ERG-DNA inh -8%, HP1b binding inh 19%, PI4K2A block -7, Tb PGK inh 0%, Pin1 inh 15%, GLS inh 17%, JMJD2A Tudor inh -9%, BAZ2B block -6% and G9a inh -42%[59 µM].
Screening COc1cccc(N2CCN(C(=O)CCCCCNc3nc(=S)[nH]c4ccccc34)CC2)c1 returned ERG-DNA inh 1%, HP1b binding inh -3%, PI4K2A block 7, Tb PGK inh 5%, Pin1 inh 3%, GLS inh 13%, JMJD2A Tudor inh -33%, BAZ2B block 32µM* and G9a inh -46%.
Screening COCCNc1nc2c(c(=O)n(C)c(=O)n2C)n1Cc1cccc(C(F)(F)F)c1 returned ERG-DNA inh 3%, HP1b binding inh 18%, PI4K2A block 0, Tb PGK inh -3%, Pin1 inh -10%, GLS inh -3%, JMJD2A Tudor inh -23%, BAZ2B block 12% and G9a inh 26%[12.7 µM].
For CCn1c(SCC(=O)N(C)C)nc2cc(S(=O)(=O)N3CCCCC3)ccc21 the results were HP1b binding inh 27%, PI4K2A block 2, Tb PGK inh inactive, Pin1 inh 1%, GLS inh -11%, JMJD2A Tudor inh -2%, BAZ2B block 5% and G9a inh inconclusive.
For CC(C)c1ccc(O)c(N)c1 the results were ERG-DNA inh -3%, HP1b binding inh 25%, PI4K2A block 5, Tb PGK inh 1%, Pin1 inh 0%, GLS inh 4%, JMJD2A Tudor inh -22%, BAZ2B block inconclusive and G9a inh 1.4µM*.
COc1ccc(-c2nnc(-c3ccccc3O)o2)cc1 was read as ERG-DNA inh 7%, HP1b binding inh 36%, PI4K2A block 4, Tb PGK inh 4%, Pin1 inh 3%, GLS inh 22%, JMJD2A Tudor inh -5%, BAZ2B block -1% and G9a inh 20%.
Screening CC(C)C(NC(=O)c1ccc(F)cc1)C(=O)NCC1CCCO1 (stereo not drawn) returned ERG-DNA inh 9%, HP1b binding inh 13%[57 µM], PI4K2A block -2, Tb PGK inh inactive, Pin1 inh -11%, GLS inh -5%, JMJD2A Tudor inh -16% and BAZ2B block 1%.
`O=C(Cc1cccs1)NCc1ccc(F)cc1` gave ERG-DNA inh -3%, HP1b binding inh 31%, PI4K2A block 2, Tb PGK inh 10%, Pin1 inh -2%, GLS inh 2%, JMJD2A Tudor inh 2%, BAZ2B block -8% and G9a inh 7%[59 µM].
COc1cccc(/C=N/NC(=O)CNC(=O)c2ccco2)c1O was read as ERG-DNA inh 11%, HP1b binding inh 33%, PI4K2A block -2, Tb PGK inh inactive, Pin1 inh -4%, GLS inh -1%, JMJD2A Tudor inh -16% and BAZ2B block 2%.
Screening COc1ccc(/C=C/CN2CCN(CC(C)C)C(CCO)C2)cc1 (stereo not drawn) returned ERG-DNA inh 12%, HP1b binding inh 24%, PI4K2A block -5, Tb PGK inh -12%, Pin1 inh 1%, GLS inh 21%, JMJD2A Tudor inh -14%, BAZ2B block -2% and G9a inh inconclusive.
Screening CCCCOC(=O)c1ccc(NC(=O)C(=O)NCc2cccnc2)cc1 returned ERG-DNA inh 1%, HP1b binding inh 33%, PI4K2A block 5, Tb PGK inh -3%, Pin1 inh 1%, GLS inh -1%, JMJD2A Tudor inh -4% and BAZ2B block -4%.

The order is random; about 11% have a hit in one of these screens.
